# Growth percent in the NCI-60 one-dose screen (48 h, 10 µM unless noted): 100 = growth as untreated, 0 = no growth, -100 = all killed.
# HL-60(TB): HL-60(TB) leukemia cells. 78,000 tested, 9% active; active = growth percent below 10
# * marks the source's active call; other numbers are inactive results; & = joins results of further samples; [ ] = remark or other dose. Some of the compounds tested; count on the stated rates, not on these rows.
SMILES,HL-60(TB)
O=S(=O)(NCCNc1nccc(-c2c(-c3cccc(O)c3)nc3occn23)n1)c1ccccc1,55.3
Cc1cccc(N2CCN(C(C)(C)C#N)CC2)c1,123.1
Cc1ccc(CNC(=O)Cc2ccc3c(c2)CN(C2CCC(=O)NC2=O)C3=O)cc1 (stereo not drawn),-23.1*
C/C(=C/c1ccccc1)OC(=O)c1ccccc1,68.8
Cc1ccccc1OCC(O)CN1CCOCC1 (stereo not drawn),84.4
COc1cc(N(C(C)=O)c2ccc(O)c(C(=O)O)c2)c2ncccc2c1,86.4
Cn1c2ccccc2n2cc(-c3ccc([N+](=O)[O-])cc3)nc12,97.0
N#C/C(=C/c1c(O)ccc2ccccc12)C(N)=O,102.7
Cc1ccc(NC(=O)c2nnn(-c3ccccc3)c2-c2ccco2)cc1,65.1
Nc1cc(Cl)nnc1Cl,86.1
CC(C)(C)c1cn2cccc(C(=O)N3CCN(CC(=O)Nc4ccc(Cl)cc4C(=O)c4ccccc4Cl)CC3)c2n1,-32.4*
C[C@@H]1C[C@H]2C(=O)O[C@@H](C)[C@H](NC(=O)[C@H](Cc3cc(F)cc(F)c3)NC(=O)Nc3ccc(C4CC4)cc3F)C(=O)N3CCC[C@H]3C(=O)N3CCCC[C@H]3C(=O)N[C@@H](C)C(=O)N2C1,20.9
Oc1ccc(O)c(-c2ccccc2)c1,35.4
Nc1ccc(S(=O)(=O)c2cc(O)c3ccccc3c2O)cc1,97.1
CC(C)N(CCOC(=O)Nc1ccc(Cl)cc1)C(C)C,97.8
O=C(Nc1cccc(C2=NCCN2)c1)c1cccc(C(=O)Nc2cccc(C3=NCCN3)c2)c1,98.7
COc1ccc2c(c1)O/C(=C/c1ccc(OCC(=O)c3ccc([N+](=O)[O-])cc3)cc1)C2=O,99.0
N/N=C(N)/C(N)=N/N,107.5
CNc1nc(SC)n(C)c(=O)c1N=O,118.5
CC(O)c1cccc(Br)c1 (stereo not drawn),100.8
FC(F)(F)c1cc(-c2nnc3n2NC(=NC2CC2)CS3)cc(C(F)(F)F)c1,116.8
CCC(CC)CC1CN2CCc3cc(OC)c(OC)cc3C2CC1(O)CC (stereo not drawn),93.3
CCN(CC)CCSc1ccnc(N)n1,75.5
Cc1cc(Nc2nc(C(=O)Nc3ccccc3)nc3ccccc23)n[nH]1,63.5
COC(=O)[C@H](OC(C)=O)[C@H]1C(C)(C)[C@H](OC(C)=O)C2CC3=C4CC(=O)O[C@@H](c5ccoc5)[C@]4(C)CC[C@@H]3[C@@]1(C)C2=O,97.3
COc1ccc(C(=O)c2ccccc2C(=O)O)cc1,103.6
Cc1cc(OCCCCOc2ccc(C#N)cc2)ccc1[N+](=O)[O-],76.0
COc1ccc(C2=NN(C(=O)c3ccc(S(N)(=O)=O)cc3)C(c3ccc(OC)c(OC)c3)C2)c(OC)c1 (stereo not drawn),84.2
CCCC(=O)OC/C=C/c1ccccc1,35.2
CN(C)Cc1c(-c2cccc(OC(F)(F)F)c2)[nH]c2ccc(N3CCCC3)cc2c1=O,98.1
O=C(O)C(c1cccs1)C1(O)CCCCC1 (stereo not drawn),109.1
COc1ccc(-c2nc3ccc(-c4nnc(SCC(=O)Nc5ccc(C(=O)/C=C/c6ccc(Cl)cc6)cc5)o4)cc3[nH]2)cc1OC,88.7
NC(=O)c1n[nH]n2c1nc(=O)c1c3c(sc12)CCCC3,99.9
COC(=O)c1ccc(Cn2c(=O)sn(CCCl)c2=O)cc1,57.8
O=C1CC(c2ccco2)Cc2oc3cc(O)c(O)cc3c21 (stereo not drawn),34.5
CC(O)COCC(C)OC1CC(C)CC(C)(C)C1 (stereo not drawn),104.4
O=C1Nc2ccc(F)cc2/C1=N/N=C/c1ccc(F)cc1,99.9
Nc1n[nH]c(=S)s1,97.3
COc1ccc2nc(N)sc2c1,113.9
CCOC(=O)C1(C)CCCC1=O (stereo not drawn),88.7
Cc1ccc(NC(=S)N2CCOCC2)cc1C,103.2
CCC(C)(C)c1ccc(N(CCCc2ccccc2)CCCc2ccccc2)cc1,104.6
C[C@@]1(CCCCCCCCCc2ccc(O)cc2)C[C@]2(C)OC(=O)C[C@@H]2OO1,81.0
Cc1cccc(N2C(=O)/C(=C/C(Cl)=C/c3ccc([N+](=O)[O-])cc3)SC2=S)c1C,-13.3*
CCC(C)/C=C(C)/C=C/C(=O)C1C(=O)NC(C(O)c2ccc(O)cc2)C1=O (stereo not drawn),96.2
O=C1OC(=O)C2(Cl)C3C=CC(C3)C12 (stereo not drawn),85.3
CSc1ccc(-c2n[nH]nc2-c2cc3ccccc3s2)cc1,38.0
O=C1OCCC1Br (stereo not drawn),78.1
C=C(C)[C@@H]1CC[C@]2(C(=O)OCCOCCOCC[P+](c3ccccc3)(c3ccccc3)c3ccccc3)CC[C@]3(C)[C@H](CC[C@@H]4[C@@]5(C)CC[C@H](OC(=O)C(Cl)Cl)C(C)(C)[C@@H]5CC[C@]43C)[C@@H]12,-47.8*
CCN(CC)CCCC(C)Nc1nccc2c(Cl)cccc12 (stereo not drawn),95.5

# Some of the entries above, reformatted.
Cn1c2ccccc2n2cc(-c3ccc([N+](=O)[O-])cc3)nc12
  HL-60(TB): 97.0

N#C/C(=C/c1c(O)ccc2ccccc12)C(N)=O
  HL-60(TB): 102.7

Cc1ccc(NC(=O)c2nnn(-c3ccccc3)c2-c2ccco2)cc1
  HL-60(TB): 65.1

# (listing goes on)
SMILES,HL-60(TB)
OB(O)c1ccccc1C[n+]1ccc(-c2ccc3ccc4c(-c5cc[n+](Cc6ccccc6B(O)O)cc5)ccc5ccc2c3c54)cc1,98.5[6 µM]
O=C(OCc1ccc2c(Br)cc(Br)c(O)c2n1)N1CCN(C(=O)c2cc3ccccc3[nH]2)CC1,53.9
CCCCC(CN)(c1cccs1)c1cccs1,93.6
CC(=O)c1ccc(NC(=O)CSc2nnc(-c3cc(-c4ccccc4)nc4ccccc34)o2)cc1,63.0
COc1ccc(NC(=O)n2c(=O)cc(C)c3ccc(O)cc32)cc1,113.7
N#C/C(=C\c1cccc2cnccc12)n1nnc2cccc(F)c21,1.6*
Cn1ncc2c(N(CCO)CCO)ncnc21,98.7
COC(=O)c1ccc(OC)c(OC)c1,96.3
CCOC(=O)C1=C(C)N=C2Sc3cc(Cl)ccc3N2C1c1cn[nH]c1-c1ccc(F)cc1 (stereo not drawn),71.4
S=C1NP(=S)(S)Nc2ccccc21 (stereo not drawn),100.9

# Taken from above:
# HL-60(TB) result of S=C1NP(=S)(S)Nc2ccccc21 (stereo not drawn) reads 100.9
# HL-60(TB) result of Cn1ncc2c(N(CCO)CCO)ncnc21 reads 98.7
# HL-60(TB) result of OB(O)c1ccccc1C[n+]1ccc(-c2ccc3ccc4c(-c5cc[n+](Cc6ccccc6B(O)O)cc5)ccc5ccc2c3c54)cc1 reads 98.5[6 µM]
# HL-60(TB) result of CCOC(=O)C1=C(C)N=C2Sc3cc(Cl)ccc3N2C1c1cn[nH]c1-c1ccc(F)cc1 (stereo not drawn) reads 71.4
# HL-60(TB) result of CC(=O)c1ccc(NC(=O)CSc2nnc(-c3cc(-c4ccccc4)nc4ccccc34)o2)cc1 reads 63.0
# HL-60(TB) result of O=C(OCc1ccc2c(Br)cc(Br)c(O)c2n1)N1CCN(C(=O)c2cc3ccccc3[nH]2)CC1 reads 53.9

# Other entries:
SMILES,HL-60(TB)
CC1(C)COC(Cc2ccccc2)=N1,86.3
C[n+]1c2ccccc2cc2ccccc21,89.1
O=C(O)c1cn(C2CC2)c2cc(N3CCN(Cn4nc(-c5ccccc5)oc4=S)CC3)c(F)cc2c1=O,101.4
CCOc1ccc(N2C(=O)N(c3ccc(C)cc3)C(=N)C2=S)cc1,98.2
[N-]=[N+]=NCCCC[C@H]1N=C(c2ccc(Br)cc2)Nc2nc3ccccn3c2C1=O,73.2
Cc1sc2nc(N3CC(C)OC(C)C3)[nH]c(=O)c2c1C (stereo not drawn),103.1
OCC1OC(n2cnc3c(NO)ncnc32)C(O)C1O (stereo not drawn),101.2
CC12CCC(C(NC(N)=S)C1=O)C2(C)C (stereo not drawn),101.2
O=C(OCC1OC(n2cnc3c(=S)nc[nH]c32)C(OC(=O)c2ccccc2)C1OC(=O)c1ccccc1)c1ccccc1 (stereo not drawn),87.3
FC(F)(F)c1ccc(/C=N/NC(=S)Nc2ccccc2)cc1,112.5
CN1C(=O)C(=Cc2cn(Cc3cn(Cc4ccc(Cl)cc4Cl)nn3)c3ccccc23)C(=O)N(C)C1=O,73.1
Cc1ccc2c(n1)C(=O)C(Cl)=C(Nc1cc(C(F)(F)F)cc(C(F)(F)F)c1)C2=O,40.7
CCNC(=O)Oc1ccc(/C(=C(\C)c2ccccc2)c2ccc(OCCN(CC)CC)cc2)cc1,52.5
NC1=N/C(=C2/CCNC(=O)c3[nH]ccc32)C(=O)N1,94.5
CCCCCCC#CC(=O)O,111.0
COc1cc(-c2c3c(cn2S(=O)(=O)c2ccccc2)-c2nc(Nc4ccccc4)sc2CC3)cc(OC)c1OC,81.7
O=C(O)c1ccc(-c2nn(-c3ccc(C(=O)O)cc3)cc2/C=N/Nc2ccc(Cl)cc2)cc1,64.6
O=C(Nc1ccc(N=Nc2ccc(S(=O)(=O)O)cc2)cc1)c1ccc(N=Nc2ccc3c(S(=O)(=O)O)cccc3c2O)cc1,97.4
O=C(Cn1c(-c2ccccc2)nc2cc(Cl)c(Cl)cc21)N=Nc1c(O)[nH]c2ccc(Br)cc12,111.6
O=S(=O)(O)CCN1CCN(CCO)CC1,104.4
CCCCC[C@H](O)c1ccccc1[C@@H]1O[C@@H](CCC(=O)OC)[C@H](O)[C@H]1O,99.3
Cc1nc2c(N)n[nH]c(=O)n2n1,101.3[100 µM]
NC(N)=N/N=C/c1ccccc1Cl,89.2
CCOC(=O)c1ccc2c(c1)nc(NS(=O)(=O)c1ccc(C)cc1)n2-c1cc(OC)c(OC)c(OC)c1,102.6
COc1ccc(-c2nc(SCC(C)C)nc(N/N=C\c3ccccc3O)c2C#N)cc1,98.7
Cc1ccc(C(=O)Nc2ccc3c(c2)/C(=C/c2ccc(C)s2)C(=O)N3C)cc1,90.6
Nc1nc(Br)nc2c1ncn2C1CC(O)C(CO)O1 (stereo not drawn),46.0
CCN1CCN(S(=O)(=O)c2oc(-c3ccc(Cl)cc3)nc2C#N)CC1,7.2*
COC(=O)c1cc(C)cc(O)c1C,103.1
Cc1ccc2cc(-c3nc4ccccc4[nH]3)c(Cl)nc2c1Cl,95.0

# Some of the entries above in a different format:
Cc1ccc(C(=O)Nc2ccc3c(c2)/C(=C/c2ccc(C)s2)C(=O)N3C)cc1
  HL-60(TB): 90.6

Nc1nc(Br)nc2c1ncn2C1CC(O)C(CO)O1 (stereo not drawn)
  HL-60(TB): 46.0

CCN1CCN(S(=O)(=O)c2oc(-c3ccc(Cl)cc3)nc2C#N)CC1
  HL-60(TB): 7.2*

# The list continues.
SMILES,HL-60(TB)
Cc1cccc2cc(-c3cc(-c4ccccc4)nc(=S)[nH]3)c(Cl)nc12,58.9
OCc1cnc2ccccc2c1NC1CCCCC1,85.9
Cn1cc(C#N)c(=O)[nH]c1=O,103.2
O=C(O)c1ccccc1/C=C\c1ccccc1,82.6
O=C1/C(=C/c2ccc(OCc3ccc(F)cc3)cc2)Oc2cc(O)ccc21,73.3
N#CC1(Nc2ccccc2)CCCC1,97.2
CC(C)(NC(=O)O[C@H]1CCNC1)c1csc(-c2ccc(F)c(O)c2)n1,78.5
CC1(C)[C@@H](OC(=O)c2cccnc2)CC[C@]2(C)[C@H]3C(=O)C=C4[C@@H]5C[C@](C)(C(=O)N6CCNCC6)CC[C@]5(C)CC[C@@]4(C)[C@]3(C)CC[C@@H]12,90.4
COc1ccc(-c2nc3c(N)c(CO)cnc3s2)cc1,80.5
CCn1c(SCC(=O)c2ccc(OC)cc2)nnc1-c1ccncc1,105.2
Oc1cc(/C=C/c2nc(N3CCOCC3)c3cc(Cl)c(Cl)cc3n2)cc(O)c1O,99.4
CCCCOc1ccc(C(=O)OCCN(C)C)cc1N,93.9
COc1cc(/C(C)=C(\c2ccc(Cl)cc2)c2ccc(OCCCN(C)C)cc2)ccc1F,73.9
OCC[N+]1(CCO)CCOCC1,95.1
O=C(O)CN(Cc1ccccn1)Cc1cc(I)cc(I)c1O,61.5
COC(=O)[C@H](Cc1c[nH]c2ccccc12)NC(=O)[C@@H](OC)[C@@H]1Cc2cc3cc(OC4CC(OC5CC(O)C(O)C(C)O5)C(O)C(C)O4)c(C)c(O)c3c(O)c2C(=O)[C@H]1OC1CC(OC2CC(OC3CC(C)(O)C(O)C(C)O3)C(O)C(C)O2)C(O)C(C)O1 (stereo partly drawn),-8.7*
CCNC(=O)N1CCc2cc(OC)c(OCCc3ccc(OC)cc3)cc2C1c1ccc(Cl)cc1C (stereo not drawn),12.2
Nc1cc([N+](=O)[O-])ccc1N1C(=O)CCCC1=O,87.6
Cc1ccc(N(C(=O)C2CC2c2ccc(F)c(F)c2)C(C(=O)NCCN2CCOCC2)c2ccc(F)cc2)cc1 (stereo not drawn),90.9
Oc1ccc2ccccc2c1N=Nc1nccs1,-44.3*
O=C(N/N=C1\c2ccccc2-c2cccc(C(=O)O)c21)c1ccc(Br)cc1,107.9
O=C(Nc1ccc2c(ccn2Cc2ccc(F)cc2)c1)c1cnccn1,116.6
Cc1nc(-c2cc3ccccc3c(N3CCN(C)CC3)n2)cs1,97.2
Cc1ccc(S(=O)(=O)NCCNS(=O)(=O)c2ccc(C)cc2)cc1,101.5
COc1ccc(NC(C)=O)c([N+](=O)[O-])c1,77.0
O=C(CCN1CCCCC1)c1ccccc1,86.3&96.7
COC(=O)[C@]12CC[C@@H](C)[C@H](C)[C@@H]1C1=CC[C@@H]3[C@@]4(C)C(C=O)=C[C@@](C)(COC(C)=O)C4=CC[C@@]3(C)[C@]1(C)CC2,-53.1*
COC(=O)c1c2c(c[n+]([O-])c1C)C(=O)C(NCc1ccccc1)=CC2=O,-34.5*
O=C(Nc1ccc([N+](=O)[O-])cc1)N1CCN(C(=O)Nc2ccc([N+](=O)[O-])cc2)CC1,94.4
CCOC(=O)c1[nH]c(C)c(CC)c1C,90.2
CC(=O)/C(=C/c1ccccc1Br)C(=O)c1ccccc1,17.6
CCc1cc2c(cc1O)C(C)(C)CCC2(C)C,103.2
S=C(Nc1ccccc1)Nc1ccc(Nc2ncnc3sc4c(c23)CCNC4)cc1,87.6
c1ccc2c(c1)-c1cccc3cccc-2c13,95.4
